UBC9 SUMO inh: inhibitors of in vitro SUMOylation cascade, primary screen, biochemical, HTRF, uHTS; inhibition, % at 35 µM; hit rate 0.36% among 290,000; HTRF SUMOylation assay, SAE1/SAE2 + UBC9; AID 2006, 2009; in the data active = inhibition above about 50%, passing the limit was not always enough; also: strong numbers were not always called active
Target sequence (P63279 whole entry, looked up): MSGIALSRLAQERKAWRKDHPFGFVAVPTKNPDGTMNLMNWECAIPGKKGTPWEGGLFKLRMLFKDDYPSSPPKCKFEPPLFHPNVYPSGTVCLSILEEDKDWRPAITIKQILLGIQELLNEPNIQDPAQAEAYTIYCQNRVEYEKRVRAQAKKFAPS
CRFR2-BP antag: antagonists of CRF-BP/CRF-R2 complex, primary screen, cell-based, HEK293, calcium dye fluorescence, uHTS. CRF-induced calcium fluorescence. inhibition, % at 11.8 µM. hit rate 0.59% among 350,000;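 active = inhibition of the ligand-induced calcium signal above about 50% at the single tested concentration, limit read from the data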
NS3 helicase inh: inhibitors of HCV NS3 helicase, primary screen, biochemical, Cy5 molecular beacon fluorescence; NS3 helicase DNA unwinding; hit rate 0.56% among 290,000; AID 1800, 2009; Hepatitis C virus NS3 helicase; inhibition, % at 10.9 µM;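 active = inhibition above the mean of all tested compounds plus 3 SD, set per campaign, cut at about 35% in these data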;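 also: 0% = DMSO wells and 100% = thioflavine S control wells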
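Measured by: Cy5 fluorescence, 0 and 60 min reads / Assay system: NS3 helicase fragment of HCV / Control set: low DMSO, high thioflavine S at 110 µM / Times: 1 h reaction at 25 °C, ATP-initiated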
GalR3 antagonist: GalR3 antagonists in HEK293 cells, primary screen, cell-based, fluorescence readout; hit rate 0.44% among 360,000; AID 651719, 2012; inhibition, % at 3 µM; HEK293 GalR3-CNG cAMP membrane potential fluorescence; galR3 body fused to GalR1 C-terminus;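 active = inhibition above the screen-wide average plus 3 SD, cut at about 13% in these data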;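 also: forskolin and galanin both at EC90 stimulate the cells; cAMP rise reported by CNG channel membrane potential dye signal; 0% = forskolin plus galanin with DMSO and 100% = forskolin alone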
Target sequence (O60755 1-299 limits assumed): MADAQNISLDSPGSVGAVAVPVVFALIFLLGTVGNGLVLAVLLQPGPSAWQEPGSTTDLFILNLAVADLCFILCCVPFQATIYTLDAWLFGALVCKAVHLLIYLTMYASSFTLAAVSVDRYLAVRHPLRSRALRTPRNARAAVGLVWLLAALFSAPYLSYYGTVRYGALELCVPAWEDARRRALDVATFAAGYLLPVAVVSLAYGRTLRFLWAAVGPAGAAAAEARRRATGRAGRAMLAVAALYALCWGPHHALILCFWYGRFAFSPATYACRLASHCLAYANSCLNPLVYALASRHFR
VIM-2 inh: VIM-2 metallo-beta-lactamase inhibitors, primary screen, biochemical, epi-absorbance readout, Pseudomonas aeruginosa enzyme; hit rate 0.89% among 290,000; purified VIM-2, nitrocefin hydrolysis, epi-absorbance fluorescence; inhibition, % at 5.6 µM;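 active = inhibition above the mean of all tested compounds plus 3 SD, cutoff set per screening run, cut at about 7.5% in these data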;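 also: red hydrolysis product quenches plate fluorescence so inhibitors raise well fluorescence; 0% = enzyme with DMSO and 100% = DMSO without enzyme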
IDE cell inh: human IDE inhibitors in live cells, primary screen, fluorescence polarization, HEK cells, FAbetaB substrate; Insulin-degrading enzyme (Homo sapiens), P14735; FAbetaB cleavage; inhibition, % at 5.59 µM; hit rate 0.41% among 320,000;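 active = percent inhibition above the average of all tested compounds plus 3 SD, set per screening campaign, cut at about 16% in these data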;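 also: IDE supplied by intact live HEK cells; FP after avidin binding of uncleaved biotin substrate so inhibition keeps polarization high; 0% = DMSO wells and 100% = 60 µM reference IDE inhibitor Ii1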
IDE act: human IDE activators in live cells, primary screen, fluorescence polarization, HEK cells, FAbeta-B substrate | Insulin-degrading enzyme (Homo sapiens), P14735 | FAbeta-B cleavage; 0% vehicle, 100% cell-free pure enzyme wells | activation, % at 5.96 µM | hit rate 0.073% among 340,000 | AID 493087, 2011;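 active = activation above the mean of all tested compounds plus 3 SD, set per screening campaign, cut at about 17% in these data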
pCIP destab: p/CIP-EGFP fusion destabilizers, primary screen, fluorescence, F442A cells | Q05BA5 | 16 h | decrease of EGFP signal, % at 10 µM | hit rate 0.01% among 290,000 | AID 1984, 2009;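 active = EGFP signal decrease of at least 30% at 10 µM or well 3 SD below plate mean, unless failing retest; inactive = the rest, including hits failing retest or dose response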; also: some compounds called inactive have numbers as strong as hits; many of its hits are not listed in these tables
IMP-1 inhibitor: IMP-1 metallo-beta-lactamase inhibitors, primary screen, biochemical, epi-absorbance readout, Pseudomonas aeruginosa enzyme | metallo-beta-lactamase IMP-1 (Pseudomonas aeruginosa) | purified IMP-1, nitrocefin hydrolysis, epi-absorbance fluorescence | AID 1556, 2009 | hit rate 0.45% among 290,000 | inhibition, % at 5.6 µM;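 active = inhibition above the mean plus 3 SD of all compounds in the same screening run, cut at about 4.5% in these data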;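 also: 0% = IMP-1 with DMSO and 100% = DMSO wells lacking enzyme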
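System – purified recombinant IMP-1 beta-lactamase · Input – IMP-1 dispensed at 0.2 nM · Timing – 15 min preincubation plus 25 min reaction at 25 °C · Signal – Epi-absorbance fluorescence, 480 nm excitation, 530 nm emission · Measure – percent IMP-1 inhibition derived from blank-referenced optical density · Controls – Enzyme-plus-DMSO low control, enzyme-free DMSO high control · Replication – singlicate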
Active calls of the source: *; . = not tested or not shown.

SMILES	UBC9 SUMO inh	CRFR2-BP antag	NS3 helicase inh	GalR3 antagonist	VIM-2 inh	IDE cell inh	IDE act	pCIP destab	IMP-1 inhibitor
CC(=O)NC1(C(F)(F)F)N=C2SCCN2C1=O (stereo not drawn)	16	-3	-1	2	-2.4	-1	4	-8	-1.7
COC(=O)CCCC1=CC2=CC(=O)C(C)(OC(=O)c3cccs3)C(=O)C2=CN1c1cccc(C#N)c1 (stereo not drawn)	18	0	.	.	.	-1	5	-11	.
COc1ccc(S(=O)(=O)N2CCN(CC(=O)Nc3cc(C(F)(F)F)ccc3Cl)CC2)cc1	-8	-2	1	.	-2.0	-1	2	-11	-2.8
N#C/C(=C(/O)c1cccs1)c1nc2ccccc2[nH]1	7	-3	3	-6	-2.4	2	0	-10	-1.2
Nc1cc(OC(=O)c2ccc(F)cc2)nn1S(=O)(=O)c1ccccc1	5	8	-11	-2	-2.1	3	4	-1	-3.1
Cc1nc([N+](=O)[O-])cn1CC(=O)c1ccc(Br)cc1	.	-3	.	-5	.	1	2	.	.
O=C(c1cc(S(=O)(=O)N2CCOCC2)ccc1F)N(Cc1nnc(-c2ccccc2Cl)o1)C1CC1	.	-4	.	-2	.	-1	0	.	.
Cc1nc(-c2cccnc2)sc1C(=O)Nc1ccc(C(F)(F)F)cc1	9	-38	-2	-3	-6.8	-2	-5	20	-3.0
CCOC(=O)c1nnn(-c2nonc2N)c1COc1cc(C)c(Cl)c(C)c1	-4	-2	0	-5	-4.1	-2	7	-2	-3.9
Cc1cccc(NC(=O)c2ccc(OCC(=O)NCc3ccccc3)cc2)c1C	-20	-3	10	-4	-2.7	-3	0	4	-0.3
Cn1c(Cn2nnc3ccccc32)nnc1SCC(=O)N1c2ccccc2Sc2ccccc21	15	2	0	-3	-0.5	8	-4	-5	-2.1
COc1ccc(C)cc1NC(=O)CN1C(=O)C2CC=CCC2C1=O (stereo not drawn)	.	1	.	-2	.	0	-1	.	.
CC(=O)c1cc(-c2ccccc2)n(CC(=O)NC2CCCCC2)c1C	11	-2	3	0	-3.7	-1	1	-154	-2.9
CSc1nc(SC)c2c3c(oc2n1)COC(C)(C)C3	-15	-11	0	-3	0.0	-1	3	1	-0.8
CN(C)C(=S)SCC(=O)NC(=O)NC(C)(C)C	8	-9	9	-4	-2.4	-1	6	-3	-3.2
CCOC(=O)CSc1nc2c(cnn2-c2ccc(Cl)cc2)c(=O)[nH]1	10	34	-4	-1	-1.1	-2	-1	-5	-1.4
O=C(NCC1CCCO1)c1cc2c(s1)CS(=O)(=O)C2 (stereo not drawn)	2	7	2	4	-3.4	-1	3	-13	-3.4
CCCCc1nc(SCC(=O)N2CCOCC2)c2c(=O)n(C)c(=O)n(C)c2n1	3	14	-3	-1	0.0	9	6	-13	-1.5
Cc1ccc(/C=C/C(=O)NCCCN2CCN(CCCNC(=O)/C=C/c3ccc(C)o3)CC2)o1	9	5	4	-1	-3.4	-1	0	-2	-2.3
CCc1ccccc1NC(=O)CSc1nc2n[nH]c(C)c2c(=N)n1-c1ccc(OC)cc1	-5	1	-2	-3	-2.0	.	7	-5	-4.5
CC1CCCCC1NC(=O)c1cncc(Br)c1 (stereo not drawn)	-9	-14	4	-6	-2.9	3	1	-16	-4.8
CN1CCN(C(=O)c2ccc3c(c2)N(Cc2ccc(F)cc2)C(=O)c2ccccc2S3=O)CC1 (stereo not drawn)	13	8	-19	.	0.8	-2	-3	7	-0.7
COC(=O)/C=C/c1ccc2c(c1)S(=O)(=O)N(Cc1ccc(OC)cc1)[C@H]2CC(=O)OC	.	10	.	-2	.	4	2	.	.
CCC(=O)Nc1ccc(NC(=O)c2cc3ccccc3o2)c(OC)c1	26	3	11	-10	0.2	3	3	-6	-0.8
COc1ccc(Cl)cc1NC(=S)N1CCN(C(=O)c2ccco2)CC1	17	-15	4	0	-1.3	0	2	-17	-2.2
COC(=O)CSc1nc(NCc2ccccc2)nc(N(C)C)n1	-22	-6	-10	-4	-1.1	-3	8	5	-2.1
O=C(c1ccc([N+](=O)[O-])cc1)N1CCOC12CCN(c1ncc(C(F)(F)F)cc1Cl)CC2	6	0	6	4	0.9	-2	-4	-12	0.4
CCCNC(=O)COC(=O)c1ccc(S(=O)(=O)N2CCCC2)cc1	6	4	50*	0	-2.1	-2	3	-5	-2.0
COc1ccc(NS(=O)(=O)c2cccc(C(=O)NC3CCN(Cc4ccccc4)CC3)c2)cc1	8	-4	-77	-8	-2.9	0	0	-18	-3.5
O=C(NC1CCN(Cc2ccccc2)C1)c1cc(COc2ccc(F)cc2F)on1 (stereo not drawn)	-4	5	-2	-9	-1.5	8	-4	-2	-0.4
O=C(COC(=O)/C=C/c1ccc(S(=O)(=O)N2CCOCC2)cc1)Nc1ccccc1F	.	16	.	-5	.	0	-2	.	.
COc1ccc(NS(=O)(=O)c2cc(-c3cnc(C4CC4)o3)ccc2C)cc1	6	10	-22	-10	-1.3	5	-5	-5	-2.0
Cc1ccc(-c2csc3nc(C)n(N)c(=O)c23)o1	14	-2	-5	-7	-2.2	-2	2	-1	-3.5
COC(=O)/C(=C/c1ccc(OC)cc1)NC(=O)c1ccco1	2	19	-16	-2	-0.1	0	3	0	-2.2
CC(=O)c1ccc(OCc2cc(C(=O)N3CCOCC3)no2)cc1	-5	-5	4	-2	-5.8	9	-3	-5	-3.8
O=C(Nc1cc(Sc2nc3ccccc3s2)cc([N+](=O)[O-])c1)c1ccccc1F	-4	-13	2	-5	-4.9	5	1	-8	-1.9

A second format for part of the listing above:
COC(=O)CSc1nc(NCc2ccccc2)nc(N(C)C)n1
  UBC9 SUMO inh = -22 | CRFR2-BP antag = -6 | NS3 helicase inh = -10 | GalR3 antagonist = -4 | VIM-2 inh = -1.1 | IDE cell inh = -3 | IDE act = 8 | pCIP destab = 5 | IMP-1 inhibitor = -2.1
O=C(c1ccc([N+](=O)[O-])cc1)N1CCOC12CCN(c1ncc(C(F)(F)F)cc1Cl)CC2
  UBC9 SUMO inh = 6 | CRFR2-BP antag = 0 | NS3 helicase inh = 6 | GalR3 antagonist = 4 | VIM-2 inh = 0.9 | IDE cell inh = -2 | IDE act = -4 | pCIP destab = -12 | IMP-1 inhibitor = 0.4

(continued)
SMILES	UBC9 SUMO inh	CRFR2-BP antag	NS3 helicase inh	GalR3 antagonist	VIM-2 inh	IDE cell inh	IDE act	pCIP destab	IMP-1 inhibitor
CC(=O)c1cccc(S(=O)(=O)NC2CCSc3ccccc32)c1 (stereo not drawn)	11	-2	-4	-9	-0.1	0	3	-7	-1.6
CC(C)C(c1nnnn1C1CCCCC1)N1CCc2ccccc2C1 (stereo not drawn)	19	13	-1	3	-0.8	4	3	-1	-1.7
CCOC(=O)[C@H]1[C@H]2COc3ccccc3[C@@H]2N2C(=O)CN(Cc3ccccc3)C(=O)[C@@]12C	.	3	.	-7	.	5	3	.	.
COc1cccc(C(c2sc3ncnn3c2O)N2CCN(C(=O)c3ccco3)CC2)c1 (stereo not drawn)	-1	-4	6	.	3.6	1	5	1	-1.7
CC(C)CCSc1nc2[nH]ncc2c(=O)[nH]1	-1	3	-4	-1	-3.0	-5	-1	4	-2.2
Cc1cccc(N(CC(=O)NCCc2ccccc2)C(=O)CCC(=O)Nc2ccccn2)c1C	-5	-14	-1	3	-2.9	1	3	0	-3.8
COC(=O)C1CCN(Cc2cn(Cc3ccccc3)nc2-c2cc3ccccc3o2)CC1	-1	-4	-65	-5	-1.8	2	4	-11	-3.1
O=C(O)CC(NC(=O)/C(=C/c1ccccc1)NC(=O)c1ccccc1)c1ccccc1 (stereo not drawn)	-2	-18	-5	-5	-1.0	2	7	18	-1.7
O=C(O)c1cc(C(=O)C2CC2)c[nH]1	-3	-16	-4	-3	-1.8	-7	3	5	-2.4
CCc1nnc(NC(=O)CSc2nc(N)c(NC(=O)c3ccc(OC)cc3)c(=O)[nH]2)s1	5	-3	-17	-2	-2.8	5	-3	5	-3.4
O=C(CN1CCOCC1)N1N=C(c2cccs2)CC1c1cccs1 (stereo not drawn)	18	-12	3	-3	2.8	1	-4	-11	-2.0
CN(Cc1ccccc1Cl)C(=O)c1cnccc1C(F)(F)F	2	-7	13	-4	-1.9	1	6	-15	-2.2
COc1ccc(-c2noc(CN3CCC(Cc4ccccc4)CC3)n2)cc1	-33	-20	1	.	-2.0	-1	4	6	-3.6
Cc1cccc(NC(=O)COC(=O)Cc2c[nH]c3ccccc23)c1C	-5	14	2	-2	2.1	-3	2	-4	-0.9
O=C(CN1CCOCC1)Nc1nc2ccc(F)cc2s1	7	-2	1	-3	1.3	1	4	-6	-3.3
CC(=O)Nc1ccccc1Oc1ccccc1	-1	4	-8	-2	-2.0	-1	3	-2	-1.5
O=c1c2c(-c3ccc([N+](=O)[O-])cc3)csc2nc2n1CCC2	34	11	2	-3	5.2	-1	3	-4	-1.2
CC(C)c1ccc(NC(=O)Cc2cn(C)c3ccccc23)cc1	6	17	-6	3	-1.1	4	2	-1	-0.3
COC(=O)c1c(C)oc(C)c1S(=O)(=O)NC(C)(C)C	54	3	-1	2	-2.5	-1	-4	-5	0.6
COc1ccc(CNC(=O)CN(C(=O)CCC(=O)Nc2ccccn2)c2cccc(C)c2C)cc1	10	-16	-8	-9	-1.5	2	6	-8	-3.0
Cc1ccc(N=Cc2ccc[nH]2)c(O)c1	10	-14	13	-1	-3.3	-3	-1	-9	-3.0
OCCCc1ccc(O)c(O)c1	1	-16	5	-8	1.7	1	3	2	0.4
CCCCOc1ccccc1C(=O)NNC(=S)NC(=O)c1ccccc1[N+](=O)[O-]	-22	-6	40*	-7	-3.7	-4	0	-11	-2.6
COc1ccc(C)cc1S(=O)(=O)Nc1ccc(F)cc1	-1	0	-3	-4	-3.3	2	2	-7	-1.6
CCCc1c(O)nc(SCCN(CC)CC)[nH]c1=O	16	-11	-6	-3	-3.5	2	4	-6	-3.2
COc1cc(C(=S)N2CCOCC2)cc(OC)c1OC(=O)Cc1ccc(F)cc1	-2	1	0	-2	-1.3	8	3	-10	-3.9
CC(NC(=O)COC(=O)c1ccc([N+](=O)[O-])o1)c1ccccc1 (stereo not drawn)	.	-2	.	-3	.	8	6	.	.
O=C(COC(=O)c1nc(Cl)ccc1Cl)NC(=O)c1ccccc1	2	14	2	-1	2.4	5	4	2	-1.6
CCn1nnc(NC(=O)c2ccc(Br)o2)n1	4	11	1	3	-3.8	-3	0	-2	-2.4
CCO[C@@H]1OC(C(=O)N2CCN(Cc3ccc4c(c3)OCO4)CC2)=C[C@H](c2coc3ccccc3c2=O)[C@H]1CCCO	13	3	-1	1	-2.7	1	4	-5	-3.4
Cn1c(CCNC(=O)c2ccco2)nc2cc(NC(=O)c3ccccc3)ccc21	10	-7	0	-7	-2.9	4	-2	-14	-3.8
